# Bioassay records from PubChem.
# NTR1 agonist – agonists of NTR1, primary screen, imaging, U2OS cells, beta-arrestin-GFP, high content (AID 493036). hit rate 0.17% among 330,000. Neurotensin receptor type 1 (Homo sapiens), P30989. NTR1-U2OS beta-arrestin-GFP spot imaging, agonist mode. activation, % at 20 µM;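 active means activation at or above 40% of the spot to cytoplasm intensity ratio, with at least 20 cells analyzed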;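 further: 0% = DMSO without peptide and 100% = 100 nM NTR1 peptide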
# Target sequence (P30989 whole entry, looked up): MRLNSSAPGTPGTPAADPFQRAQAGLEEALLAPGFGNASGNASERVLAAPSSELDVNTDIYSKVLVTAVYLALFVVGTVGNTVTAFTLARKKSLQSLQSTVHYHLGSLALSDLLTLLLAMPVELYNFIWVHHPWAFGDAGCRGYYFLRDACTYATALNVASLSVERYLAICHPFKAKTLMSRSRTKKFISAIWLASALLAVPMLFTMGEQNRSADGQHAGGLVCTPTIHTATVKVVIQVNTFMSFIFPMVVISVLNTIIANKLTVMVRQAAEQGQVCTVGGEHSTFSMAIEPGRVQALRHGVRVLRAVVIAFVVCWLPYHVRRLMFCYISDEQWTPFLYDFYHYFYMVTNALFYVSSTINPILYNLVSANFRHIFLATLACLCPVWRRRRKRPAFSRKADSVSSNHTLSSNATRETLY
# Rac1 GTP hydrolysis – MgcRacGAP GTPase-activating activity inhibitors, confirmation, biochemical, ADP Hunter fluorescence; MgcRacGAP-stimulated Rac1 GTP hydrolysis, ADP Hunter fluorescence; higher % means a stronger effect; GST-tagged Rac1 F28L mutant substrate; one-dose inhibition, % at 30 µM; IC50 in µM for titrated hits; hit rate 0.6% among 340,000; AID 624330, 2012;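 active means first-screen hits whose inhibition reached a set limit at any dose in the follow-up dose series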;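 further: fluorescence reports GDP produced by GAP-driven GTP hydrolysis; strong numbers were not always called active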
# Myeloid diff 2 – induction of myeloid progenitor differentiation, primary screen, cell-based, flow cytometry, MLPCN library. ER-HoxA9 myeloid progenitors, lysozyme-GFP differentiation. calls only at 10 µM. hit rate 1% among 360,000. AID 624256, 2012;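 active means normalized GFP-positive differentiation at or above the plate's own cutoff, the solvent-only control mean plus 3 SD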;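 further: cells exposed to compound for four days before flow analysis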
# NTR1 agonist cell count 20 µM – further read-out of NTR1 agonist, marked with its call; cell count; measured here: cell count, cytotoxicity flag
# Myeloid diff 2 GFP+ MAC1+ % – further read-out of Myeloid diff 2, marked with its call; GFP+ MAC1+ double positive, %; measured here: differentiation confirmed by MAC1 staining
# Numbers without * were called inactive; i = inactive; + = active, no number. This is a subset; the hit share may differ from the screen's.
no.	mol	NTR1 agonist	NTR1 agonist cell count 20 µM	Rac1 GTP hydrolysis
1	CC1CN(S(=O)(=O)c2cc(C(=O)N(C)Cc3cccs3)ccc2Cl)CC(C)O1 (stereo not drawn)	0.0	51	2%
2	COc1ccc(NC(=O)c2cccc(S(=O)(=O)N3CCN(c4ccccc4)CC3)c2)c(OC)c1	-0.4	54	4%
3	COc1cc(-c2cc(C(=O)Nc3cc(S(=O)(=O)N4CCOCC4)ccc3C)c3ccccc3n2)cc(OC)c1OC	1.9	87	3%
4	CCOC(=O)[C@H]1[C@H]2COc3ccc(OC)cc3[C@H]2N2C(=O)CNC(=O)[C@@]12C	-0.7	72	9%
5	COc1ccc(C(=O)COC(=O)c2ccc3c(c2)OCO3)c(OC)c1	0.3	50	2%
6	Cc1ccc(NC(=O)c2ccc(OCc3c(C)noc3C)cc2)cc1C	2.8	41	2%
7	CC(=O)c1ccc(OCC(=O)OC(C)C(=O)NC2CCCCC2)cc1 (stereo not drawn)	0.1	51	-4%
8	O=C(Nc1ccccc1F)c1ccc(S(=O)(=O)N2CCCCCC2)cc1	-2.2	58	-3%
9	COC(=O)[C@@]1(C)[C@H]2C(=O)N(C)C(=O)[C@H]2[C@H]2CN=C(SCc3ccc(Cl)cc3)N21	-0.9	61	12%
10	Cc1cccc(C)c1NC(=O)CN(C)C(=O)CCc1nc2sc3c(c2c(=O)[nH]1)CCCC3	-0.7	82	4%

no.	Myeloid diff 2	Myeloid diff 2 GFP+ MAC1+ %
1	i	1.5
2	i	1.8
3	i	0.4
4	i	1.0
5	i	0.7
6	i	0.1
7	i	1.8
8	i	0.3
9	i	0.6
10	i	0.6

# Compound profiles, from the list above. Screens in order: NTR1 agonist | NTR1 agonist cell count 20 µM | Rac1 GTP hydrolysis | Myeloid diff 2 | Myeloid diff 2 GFP+ MAC1+ %
# Results for `O=C(Nc1ccccc1F)c1ccc(S(=O)(=O)N2CCCCCC2)cc1` → -2.2 | 58 | -3% | i | 0.3
# Results for `COc1ccc(NC(=O)c2cccc(S(=O)(=O)N3CCN(c4ccccc4)CC3)c2)c(OC)c1` → -0.4 | 54 | 4% | i | 1.8

# (more compounds)
no.	mol	NTR1 agonist	NTR1 agonist cell count 20 µM	Rac1 GTP hydrolysis
11	COc1ccccc1NC(=O)CSc1nnc(-c2ccoc2C)o1	0.4	66	4%
12	CC(Sc1n[nH]c(N)n1)C(=O)Nc1cccc2ccccc12 (stereo not drawn)	0.9	58	1%
13	CCCCn1c(N)c(N(C(=O)CSc2nnc(C)n2-c2ccccc2)C2CCCC2)c(=O)[nH]c1=O	-3.3	52	9%
14	COc1cccc(-c2ncc3ccccc3c2COC(=O)c2cccs2)c1	5.5	49	2%
15	O=C(COC(=O)c1ccc(Br)c(S(=O)(=O)N2CCOCC2)c1)NCCc1ccccc1	0.2	59	1%
16	COc1cccc(NC(=O)CN(C)C(=O)Cc2ccc3c(c2)OCCO3)c1	0.2	62	-1%
17	CCOc1ccc(OCc2ccc(C(=O)Nc3cccnc3)cc2)cc1	-0.6	65	10%
18	CC(=O)c1cccc(NC(=O)C(C)OC(=O)c2ccc(Br)o2)c1 (stereo not drawn)	2.1	56	4%
19	CCc1ccc(Nc2nnc(SCC(=O)c3c(N)n(C4CC4)c(=O)[nH]c3=O)s2)cc1	8.2	61	3%
20	CC(C)(C)OC(=O)C[C@@H]1C/C=C\C[C@@H](CC(=O)N[C@H](CO)Cc2ccccc2)C(=O)N2CCC[C@H]2COC1=O	0.0	61	9%

no.	Myeloid diff 2	Myeloid diff 2 GFP+ MAC1+ %
11	i	1.2
12	i	0.6
13	i	1.4
14	i	2.0
15	i	1.1
16	i	0.4
17	i	0.5
18	i	0.9
19	i	0.4
20	i	0.5

# (list continues)
no.	mol	NTR1 agonist	NTR1 agonist cell count 20 µM	Rac1 GTP hydrolysis
21	CCCCCC(=O)Nc1cccc(S(=O)(=O)NC2=NCCCCC2)c1	-0.6	69	5%
22	N#CC1(NC(=O)CN2C(=O)c3ccccc3C2=O)CCCCC1	0.1	64	3%
23	CCOC(=O)[C@@H]1[C@H]2COc3ccc(Br)cc3[C@@H]2N2C(=O)N(c3cccc(Cl)c3)C(=O)[C@@]12C	-2.3	48	11%
24	C#CCOCCOCCOCCNc1nc(N2CCN(C(=O)[C@H](CCC(=O)O)n3cc([C@@H](N)[C@H](C)CC)nn3)CC2)nc(N2CCN(C(=O)[C@H](CCCCN)n3cc([C@@H](N)CC(N)=O)nn3)CC2)n1	-2.9	59	10%
25	CC(C)(C)OC(=O)N1CCN(C(=O)c2nc[nH]c2C(=O)N2CCN(c3ccccc3)CC2)CC1	0.8	53	2%
26	COc1ccccc1C(=O)NCCC(=O)N1CCN(S(=O)(=O)c2ccccc2C(F)(F)F)CC1	-0.5	55	6%
27	COC(=O)[C@]1(Cc2ccccc2)N[C@H](CN(C)C(=O)c2ccc(F)cc2)[C@@H]2C(=O)N(C)C(=O)[C@@H]21	-1.8	59	1%
28	O=C(NC1CCN(Cc2ccccc2)C1)c1cc(S(=O)(=O)N2CCOCC2)ccc1Cl (stereo not drawn)	1.2	48	2%
29	COC(=O)c1ccc(CNC(=O)c2ccc(S(=O)(=O)N(C)c3ccccc3OC)cc2)cc1	0.4	62	7%
30	Cc1ccc(C(=O)NCN2CCN(c3ccccc3)CC2)cc1	0.6	41	5%

no.	Myeloid diff 2	Myeloid diff 2 GFP+ MAC1+ %
21	i	0.1
22	i	0.8
23	i	1.0
24	i	0.5
25	i	1.3
26	i	0.6
27	i	3.0
28	i	1.8
29	i	2.0
30	i	0.3

# (listing goes on)
no.	mol	NTR1 agonist	NTR1 agonist cell count 20 µM	Rac1 GTP hydrolysis
31	Cc1nc(SCC(=O)Nc2cc(S(=O)(=O)N3CCOCC3)ccc2Cl)nc(C)c1C	1.4	59	2%
32	Cc1ccc(NC(=O)c2nc[nH]c2C(=O)NCCCNC(=O)c2[nH]cnc2C(=O)Nc2ccc(C)cc2)cc1	2.4	66	-1%
33	O=C(COC(=O)c1ccc(F)cc1)NCC1CCCCC1	-1.9	44	5%
34	O=S(=O)(Nc1cccc(-n2cnnn2)c1)c1ccc(F)cc1	-1.0	47	1%
35	CN(C)S(=O)(=O)c1cccc(COC(=O)CNC(=O)c2ccc(Br)o2)c1	2.1	48	10%
36	CC[C@H](C)C(N)c1cn([C@@H](CC(N)=O)C(=O)N2CCNCC2)nn1 (stereo partly drawn)	-1.8	48	4%
37	O=C(NCc1cccc(Cl)c1)C1=CC=CN2CCS(=O)(=O)N=C12	0.7	70	2%
38	Cc1cccc2c(N=NC(=O)c3ccc(NS(=O)(=O)c4cccs4)cc3)c(O)[nH]c12	27	58	5%
39	CN(c1ccccc1)S(=O)(=O)c1ccc(C(=O)N2CCN(c3ccccc3Cl)CC2)cc1	7.6	69	1%
40	CCSc1ccc([C@@H]2[C@@H]3C(=O)N(C)C(=O)[C@@H]3[C@]3(C(=O)OC)CCCCN23)cc1OC	3.6	60	5%

no.	Myeloid diff 2	Myeloid diff 2 GFP+ MAC1+ %
31	i	0.3
32	i	0.4
33	i	0.6
34	i	1.0
35	i	0.3
36	i	1.1
37	i	0.8
38	i	2.1
39	i	0.8
40	i	0.8

# (more compounds)
no.	mol	NTR1 agonist	NTR1 agonist cell count 20 µM	Rac1 GTP hydrolysis
41	C[C@H](CO)N1C[C@H](C)[C@@H](CN(C)S(C)(=O)=O)Oc2c(NC(=O)Nc3ccc(C(F)(F)F)cc3)cccc2C1=O	-2.3	62	8%
42	Cc1ccc(S(=O)(=O)N2[C@@H](c3ccc(Br)cc3)C(C(=O)O)=CC[C@H]2c2cccc(Cl)c2)cc1	6.5	65	3%
43	CCN(CC)C(=O)[C@H]1CC(CC(=O)NCc2cccc(C(F)(F)F)c2)C(=O)N2CCc3c([nH]c4ccccc34)[C@]12C (stereo partly drawn)	4.6	53	3%
44	Fc1ccccc1-c1nnc2n1N=C(c1ccc(OC(F)F)c(OCC3CC3)c1)CS2	5.0	70	10%
45	O=C(Nc1ccccc1)OCC1CCCO1 (stereo not drawn)	1.7	64	0%
46	CC1(C2CC2)NC(=O)N(CC(=O)N2CCN(c3ccc(F)cc3)CC2)C1=O (stereo not drawn)	-1.6	61	0%
47	O=C(Nc1ccc(F)cc1)c1ccc(C(=O)N2CCOCC2)cc1	-1.3	40	7%
48	CC(Oc1ccccc1)C(=O)OCC(=O)Nc1ccc2c(c1)OCO2 (stereo not drawn)	1.8	57	-17%
49	Cc1onc(-c2ccccc2)c1C(=O)Nc1cccc(S(=O)(=O)NC2=NCCC2)c1	1.4	60	-3%
50	O=C(c1cccc(S(=O)(=O)Nc2ccc(F)cc2)c1)N1CCC1	-0.3	67	7%

no.	Myeloid diff 2	Myeloid diff 2 GFP+ MAC1+ %
41	i	1.5
42	i	1.0
43	i	0.4
44	i	0.5
45	i	0.3
46	i	0.8
47	i	0.4
48	i	0.8
49	i	1.5
50	i	0.9

# More records follow:
no.	mol	NTR1 agonist	NTR1 agonist cell count 20 µM	Rac1 GTP hydrolysis
51	COc1ccc(S(=O)(=O)N2CCOCC2)cc1NC(=O)CN1CCCc2ccccc21	-0.1	72	6%
52	CN(C)C(CNC(=O)CSc1nc2sc3c(c2c(=O)n1C)CCCC3)c1ccccc1 (stereo not drawn)	2.2	46	4%
53	O=C(CSc1ccccn1)Nc1cccc(S(=O)(=O)N2CCCC2)c1	1.9	60	2%
54	O=C1CN(C(=O)COC(=O)c2ccco2)c2ccccc2N1	1.3	54	3%
55	CCC(NS(=O)(=O)c1cccs1)c1ccc(C)cc1 (stereo not drawn)	0.9	54	0%
56	CCOC(=O)[C@H]1[C@H]2COc3ccc(Cl)cc3[C@@H]2N2C(=O)CN(Cc3ccc(F)cc3)C(=O)[C@@]12C	4.6	63	11%
57	COc1ccc(-c2c(C#Cc3ccsc3)c3cc(Br)ccc3n2C)cc1	-0.3	56	5%
58	O=C(CN1C(=O)c2ccccc2S1(=O)=O)Nc1cc(S(=O)(=O)N2CCCCC2)ccc1Cl	1.3	57	3%
59	COc1ccc([C@@H]2CC=C(C(=O)O)[C@H](c3ccc(C)cc3)N2S(=O)(=O)c2ccccc2C)cc1	-0.8	49	10%
60	C=CCn1c(SCC(=O)N2CC(C)OC(C)C2)nnc1-c1ccncc1 (stereo not drawn)	1.4	45	-5%

no.	Myeloid diff 2	Myeloid diff 2 GFP+ MAC1+ %
51	i	1.3
52	i	0.8
53	i	0.8
54	i	0.6
55	i	0.2
56	i	1.1
57	i	0.2
58	i	0.4
59	i	0.3
60	i	0.5

# (more compounds)
no.	mol	NTR1 agonist	NTR1 agonist cell count 20 µM	Rac1 GTP hydrolysis
61	CNS(=O)(=O)c1cccc(C(=O)OCC(=O)c2ccc3[nH]c(=O)[nH]c3c2)c1	-0.6	55	7%
62	O=C(N[C@@H]1c2ccccc2CC[C@@H]1OCc1ccccc1)c1ccc(-c2ccccc2)cc1	3.8	55	8%
63	COc1ccc(-c2cccc(-c3cc(=O)oc4cc(OC)c(OC)c(OC)c34)c2)cc1	1.7	52	8%
64	Cc1ccc(S(=O)(=O)N2CCN(C(=O)COC(=O)c3cc([N+](=O)[O-])ccc3NCCO)CC2)c(C)c1	4.4	45	6%
65	O=C(C[C@@H]1C/C=C\C[C@H](NC(=O)OCC2c3ccccc3-c3ccccc32)C(=O)OC[C@@H]2CCCN2C1=O)N[C@@H](CO)Cc1ccccc1	0.9	55	2%
66	CN(C)N=Nc1ccc(S(=O)(=O)N2CCSC2C(=O)O)cc1 (stereo not drawn)	2.5	63	6%
67	CCCCN1C(=O)c2cccc3cc(O)cc(c23)C1=O	8.4	45	5%
68	CCN(Cc1ccc2c(c1)OCO2)C(=O)CSc1ncnc2sccc12	-0.4	48	5%
69	O=C(CN1C(=O)NC2(CCCCCC2)C1=O)c1cccs1	3.1	63	4%
70	O=C(Nc1cccc(S(=O)(=O)NC2=NCCC2)c1)c1ccc(F)cc1	1.3	70	-1%

no.	Myeloid diff 2	Myeloid diff 2 GFP+ MAC1+ %
61	i	1.0
62	i	0.4
63	i	2.6
64	i	0.2
65	i	1.0
66	i	0.6
67	i	0.6
68	i	0.4
69	i	0.8
70	i	0.5

# More records:
no.	mol	NTR1 agonist	NTR1 agonist cell count 20 µM	Rac1 GTP hydrolysis
71	Cc1cc(C)n2nc(SCC(=O)NC(=O)c3ccc(OC(F)F)cc3)nc2n1	1.3	50	4%
72	COc1ccc(C(C)(C)C)cc1NC(=O)COC(=O)CSCc1c(C)noc1C	1.0	72	-1%
73	COc1cccc(NC(=O)COC(=O)c2c(C)noc2C)c1	-1.1	88	2%
74	CC[C@]12c3[nH]c4ccc(Cl)cc4c3CCN1C(=O)[C@@H](CC(=O)NCC13CC4CC(CC(C4)C1)C3)C[C@@H]2C(=O)N1CCN(C(=O)C2CC2)CC1	14	43	10%
75	O=C(c1cc(C2CC2)nn1-c1ccccc1)N1CCN(Cc2ccc(Cl)cc2)CC1	5.5	68	3%
76	Cc1cc(C)n2nc(SC(C)C(=O)N(C)C3CCCCC3)nc2n1 (stereo not drawn)	0.6	57	-4%
77	CCC/C=C1/CCCOC(C(=O)NCc2ccc(C)o2)(C(F)(F)F)C1 (stereo not drawn)	-1.3	53	6%

no.	Myeloid diff 2	Myeloid diff 2 GFP+ MAC1+ %
71	i	0.3
72	i	0.6
73	i	0.7
74	i	1.5
75	i	0.8
76	i	1.0
77	+	2.9*
